High-throughput results (PubChem)
WT yeast gro inh: growth inhibition of WT yeast, mitochondrial fusion screen | mitochondrial fusion phenotypic screen, WT strain | inhibition, % at 10 µM | 190,000 compounds, 2.1% hits | AID 1362; in the data active = inhibition above about 58%; tested in S. cerevisiae
Autophagy mod: autophagy modulation, high-content screen; calls only at 10 µM (by protocol); MEF GFP-LC3 puncta imaging; test concentration mostly 10 µM; 190,000 compounds, 0.98% hits;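 active = percentage of spot-positive cells more than 3 SD above its plate mean, without a fluorescence outlier flag or 80% toxicity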;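 note: spot-positive cell cutoff set from DMSO-treated cells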
T cell HTS: T cell immune modulators affecting CD8 T cell-vesicle binding. 330,000 compounds, 0.068% hits. calls only at 7 µM. 2C CD8+ T cell-vesicle binding, flow cytometry; stronger effect = lower value;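 active = response, share of CD8 T cells binding vesicles, and their 90th percentile fluorescence all below set limits, cut at about 80% in these data, passing the limit was not always enough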
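incubation = binding step 1.5 h, 37 °C, antibody labelling 20 min, ice | test system = 2C mouse CD8+ T cells | read-out basis = percent CD8+ FL2 mean versus row control | controls = Peptide-free naked vesicles (low) and QL9 vesicles with 0.7% DMSO vehicle (high) | detection = flow cytometry of vesicle-bound cells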
Myeloid diff 2: compounds promoting myeloid differentiation; ER-HoxA9 myeloid progenitors, lysozyme-GFP differentiation, flow cytometry; calls only at 10 µM; 360,000 compounds, 1% hits;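 active = normalized GFP-positive differentiation at or above the plate's own cutoff, the solvent-only control mean plus 3 SD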;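 note: cells exposed to compound for four days before flow analysis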
West Nile antiviral: West Nile virus antiviral activity, cell-based, CPE readout (AID 1621); 290,000 compounds, 0.02% hits; one-dose CPE inhibition, % at 10 µM; IC50 in µM for titrated hits; West Nile virus-infected cells, CPE inhibition; higher % means a stronger effect; in the data active = a potency from the dose series; note: strong numbers were not always called active
Lipid droplet: modulators of hepatic lipid droplet formation; AML12 mouse hepatocytes, oleate lipid droplets, BODIPY imaging; inhibition, % at 6.5 µM; 240,000 compounds, 0.4% hits; AID 1656;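 active = lipid droplet intensity inhibited by at least 50%, with more than 500 cells counted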
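Assay system: AML12 hepatocytes (mouse) / Also added: 100 µM oleic acid challenge / Times: overnight treatment with compound plus oleate / Detection: high-content imaging of BODIPY-stained droplets and DAPI nuclei / Evaluation: % inhibition of lipid droplet signal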
b-catenin transl: modulators of beta-catenin nuclear translocation | 190,000 compounds, 0.3% hits | nuclear translocation activity, % at 5 µM | AID 1665 | HeLa beta-catenin nuclear translocation, immunofluorescence imaging;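 active = nuclear translocation activity above 50% at 5 µM, with a well cell count of 50 or more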;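 note: per-cell ratio of nuclear to cytoplasmic median beta-catenin stain intensity; plate controls were DMSO negative control for no effect and GSK-3 inhibitor IX positive control for full effect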
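System: Human HeLa cells, endogenous beta-catenin | Compound dosing: 5 µM primary, 0.02–20 µM confirmation | Timing: 24 h compound exposure at 37°C, 5% CO2 | Measured by: Fluorescence imaging of beta-catenin antibody stain plus DAPI | Read-out basis: % activation of per-cell nuclear versus cytoplasmic median beta-catenin signal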
MT stabilizer: microtubule stabilization, imaging screen | HeLa tubulin immunostaining HCS, 24 h; share of cells brighter than vehicle mean+2SD | 200,000 compounds, 0.83% hits | % tubulin-high responders, % at 10 µM | AID 2205;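 active = plate Z-score above 3 for both tubulin-high and condensed-nucleus cell shares, with cell loss under 80%, at 10 µM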;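 note: anti alpha tubulin signal scored within the nucleus-defined area of each cell; some results filed as inactive read as strong as hits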
Insulin prom up: MIN6 insulin promoter up-regulation. MIN6 insulin promoter-GFP reporter, high-content imaging; stronger effect = higher value. z-score at 5 µM. 190,000 compounds, 0.3% hits. AID 1625;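 active = z-score above 3 at 5 µM with at least 500 cells counted in the well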
WT yeast gro inh mutant strain: second read-out of WT yeast gro inh, no call of its own (marks repeat the call); inhibition, %; mitochondrial fusion phenotypic screen, mutant strain inhibition
Insulin prom up cell count: recorded beside Insulin prom up, whose call it bears; cell count; measured here: cytotoxicity, nuclei count;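 total cells summed across four imaged fields per well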
Lipid droplet cells 6.5 µM: also measured in Lipid droplet; calls as there; cell count; measured here: cell count, cytotoxicity flag;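 cells counted across two imaged fields per well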
b-catenin transl cell count 5 µM: recorded beside b-catenin transl, whose call it bears; cell count; measured here: cell count, cytotoxicity flag
T cell HTS vesicle-bound %: second read-out of T cell HTS, no call of its own (marks repeat the call); double positive events, %; measured here: CD8+ vesicle-bound cell fraction;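 binding gate set so that unloaded-vesicle control wells show 10% double positive cells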
MT stabilizer Hoechst-high %: further read-out of MT stabilizer, marked with its call; % Hoechst-high responders; measured here: nuclear condensation Hoechst responders;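 share of cells brighter than vehicle mean plus two SD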
MT stabilizer cytotoxicity %: second read-out of MT stabilizer, no call of its own (marks repeat the call); toxicity, %; measured here: cytotoxicity by cell density;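 0% = mean cell density of plate MIN control wells and 100% = no cells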
Autophagy mod cell loss 18 h: second read-out of Autophagy mod, no call of its own (marks repeat the call); toxicity, %; measured here: cell loss, nuclei count;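 cell loss after 18 h compound exposure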
Myeloid diff 2 GFP+ MAC1+ %: recorded beside Myeloid diff 2, whose call it bears; GFP+ MAC1+ double positive, %; measured here: differentiation confirmed by MAC1 staining
* = called active by the depositor; i = inactive; . = no result given.

SMILES	WT yeast gro inh	WT yeast gro inh mutant strain	Autophagy mod	Autophagy mod cell loss 18 h	T cell HTS	T cell HTS vesicle-bound %	Myeloid diff 2	Myeloid diff 2 GFP+ MAC1+ %	West Nile antiviral	Lipid droplet	Lipid droplet cells 6.5 µM	b-catenin transl	b-catenin transl cell count 5 µM	MT stabilizer	MT stabilizer Hoechst-high %	MT stabilizer cytotoxicity %	Insulin prom up	Insulin prom up cell count
O=C1CC(C(=O)N2CCOCC2)C2(CCCCC2)O1 (stereo unspecified)	-9	-26	i	-3	i	49	i	5.5	-0.1%	7	778	-4.2	1144	1.9	2.8	8.3	-0.23	931
CC(=O)Nc1nc2c(ncn2COCCOC(C)=O)c(=O)[nH]1	-10	-3	i	26	.	.	.	.	0.2%	0	710	.	.	3.3	2.6	8.8	-0.5	1284
CCN(CC(=O)NCc1ccc(Cl)cc1)C(=O)Cc1ccc(OC)cc1	.	.	.	.	i	13	i	0.4	-0.7%	28	861	.	.	.	.	.	.	.
O=C(NCCOc1ccccc1)c1ccccc1NC(=O)C1CCCO1 (stereo unspecified)	-10	-10	i	22	i	50	i	0.6	0.9%	-13	662	-3.4	1122	1.9	1.9	5.4	-0.18	1242
Cc1c(NC(=O)c2cccs2)cccc1-c1nc2ccccc2s1	50	21	i	1	i	46	i	0.5	-0.9%	19	682	-1.0	1320	6.4	3.8	6.0	-1.8	1122
COc1ccc(CC(CC(=O)O)C(=O)Nc2ccc(OC)cc2)cc1 (stereo unspecified)	-17	-1	i	-24	i	29	i	0.5	0.3%	.	.	-2.5	1016	1.5	1.4	2.3	0.41	1628
COc1ccc(NC(=O)NNC(=O)c2cc3occc3n2C)c(OC)c1	.	.	.	.	i	6	i	0.0	1.6%	-3	710	.	.	.	.	.	.	.
COc1ccc(S(=O)(=O)N(C)c2ccc(C(=O)NCc3ccco3)cc2)cc1OC	.	.	.	.	i	18	i	2.5	-0.3%	6	783	.	.	.	.	.	.	.
COc1ccc(CNC(=O)C2CCN(c3nccs3)CC2)cc1	-16	-8	i	-58	i	41	i	1.0	-0.1%	.	.	2.3	1103	3.3	1.8	2.7	-0.09	1295
CCCCCCCCCCCCCCCC[n+]1cccc(C(=O)N(CC)CC)c1	98	99	i	13	i	23	i	2.5	1.2%	-38	623	4.9	123	27	9.0	32	-1.6	545
CC(=O)N1CCc2cc(S(=O)(=O)NC(C(=O)Nc3nc(C)cs3)C(C)C)ccc21 (stereo unspecified)	-6	-7	i	15	i	58	i	3.0	0.0%	0	726	0.6	1064	2.6	3.2	5.9	-1.3	1345
O=C1CC(c2ccccc2)CC(=O)C1CS(=O)(=O)c1ccccc1 (stereo unspecified)	-37	-12	i	7	i	26	i	0.4	0.2%	2	683	-0.4	1175	2.3	3.0	9.5	-0.86	1339
CC1Cc2ccccc2N1C(=O)CSc1nncn1C (stereo unspecified)	-12	3	i	7	i	53	i	0.6	-0.2%	-19	691	0.2	1027	3.9	2.6	11	-0.92	1374
Cc1ccc(/C=N/NC(=O)CNC(=O)c2cccc([N+](=O)[O-])c2C)o1	-6	-7	i	-3	i	29	i	0.6	0.3%	-37	666	-1.7	1076	2.5	1.7	5.2	-0.23	1158
CCOc1ccc(C2c3c(oc4ccccc4c3=O)C(=O)N2c2ccc(C)cn2)cc1OC (stereo unspecified)	20	1	i	20	i	38	i	2.2	-0.1%	5	639	-1.6	1178	2.2	1.9	5.0	-1.4	1247
CC(C)Cc1nnc(NS(C)(=O)=O)s1	6	-8	i	-33	i	52	i	0.6	0.2%	.	.	-0.9	714	2.1	1.6	2.3	-0.15	1551
COc1cc(/C=N/NC2=NS(=O)(=O)c3ccccc32)cc(OC)c1OC	.	.	.	.	i	50	i	0.3	-0.2%	3	747	.	.	.	.	.	.	.
COC(=O)c1cccnc1NC(=S)NNC(=O)c1ccncc1	-16	-5	i	32	i	16	i	0.8	0.1%	16	775	.	.	1.7	1.8	7.8	-0.42	1100
CCC1C(=O)N=C(SCC(=O)NC2CCCCC2)NC1=O (stereo unspecified)	-5	-6	i	-3	i	43	i	0.5	-0.8%	4	706	0.2	1542	2.6	1.3	4.7	0.28	1417
COCCN1C(=O)C(=O)/C(=C(/O)c2ccc(S(=O)(=O)N3CCOCC3)cc2)C1c1ccc(O)cc1 (stereo unspecified)	.	.	.	.	i	10	i	0.6	0.8%	.	.	0.3	1340	.	.	.	-0.2	1467
CC(C)N(Cc1nccn1C)C(=O)c1cc(COc2ccc(-n3cncn3)cc2)on1	.	.	.	.	i	36	i	2.0	-0.8%	-62	691	.	.	.	.	.	.	.
O=S(=O)(c1cccc(Br)c1)N1CCN(CCc2ccccc2)CC1	.	.	.	.	i	18	i	1.6	-1.3%	7	817	.	.	.	.	.	.	.
Cc1ccc(SCCC(=O)Nc2cccc(N(C)S(C)(=O)=O)c2)cc1	-3	-13	i	-3	i	51	i	1.4	0.5%	-1	792	.	.	1.2	1.3	15	0.52	695
O=C(Cc1ccc(Br)cc1)Nc1ccccc1Sc1ccccc1	-3	1	i	24	i	35	i	1.8	-0.8%	.	.	-0.9	1404	3.9	1.3	5.6	0.91	1374
COc1ccc(S(=O)(=O)NCC2CCCN(Cc3ccc(C)o3)C2)cc1 (stereo unspecified)	-3	0	i	-16	i	32	i	0.3	-1.2%	-26	685	-3.0	995	1.7	2.4	11	-0.07	1463

The list goes on:
SMILES	WT yeast gro inh	WT yeast gro inh mutant strain	Autophagy mod	Autophagy mod cell loss 18 h	T cell HTS	T cell HTS vesicle-bound %	Myeloid diff 2	Myeloid diff 2 GFP+ MAC1+ %	West Nile antiviral	Lipid droplet	Lipid droplet cells 6.5 µM	b-catenin transl	b-catenin transl cell count 5 µM	MT stabilizer	MT stabilizer Hoechst-high %	MT stabilizer cytotoxicity %	Insulin prom up	Insulin prom up cell count
O=C(c1cccc(-c2nnc(-c3ccccc3)o2)c1)N1CCCCCC1	6	0	i	16	i	6	i	11	-1.2%	-1	692	0.0	1227	2.6	1.6	11	-1	919
COCCNC(=O)C(c1ccc(C)o1)N(Cc1ccc(OC)cc1)C(=O)Cn1nnc2ccccc21 (stereo unspecified)	-6	-2	i	21	i	34	i	2.7	-0.5%	.	.	-2.0	1156	2.5	2.9	0.7	-0.09	1008
Cc1cc(C)c2c(=O)c(C#N)coc2c1	.	.	.	.	i	13	i	0.7	-0.3%	5	779	0.0	1104	.	.	.	0.14	1480
CCOC(=O)c1[nH]c2ccccc2c1CCCN1C(=O)c2ccccc2C1=O	15	11	i	2	i	43	i	0.3	-0.3%	.	.	0.0	1292	2.4	1.2	11	0.14	1805
CCOC(=O)c1sc(NC(=O)CCSC)nc1C	-15	7	i	8	i	38	i	2.2	0.8%	.	.	-5.1	835	2.5	1.3	0.9	-0.97	1083
CCOc1cccc(C(=O)Nc2ccncc2)c1	-14	0	i	8	i	30	i	1.5	-1.5%	-3	639	-4.8	1001	3.0	1.7	5.6	-1.5	1285
COCC1CCN(C(=O)C2CCC(=O)N(CC3CCCCC3)C2)CC1 (stereo unspecified)	.	.	.	.	i	29	i	0.5	0.0%	12	613	.	.	.	.	.	.	.
O=C(NC1CCS(=O)(=O)C1)c1cccc(S(=O)(=O)N2CCCC2)c1 (stereo unspecified)	-8	-1	i	6	i	49	i	0.6	0.4%	2	621	-3.9	1144	1.0	1.8	7.6	0.67	1657
CCc1ccc(S(=O)(=O)NCCc2cn3ccc(C)cc3n2)s1	-9	-42	i	0	i	55	i	0.5	-0.6%	0	724	-1.2	1084	1.5	1.5	5.9	-0.9	1586
O=C(NC(=S)Nc1nc(-c2ccc(Cl)cc2)cs1)c1cccs1	7	8	i	2	i	18	i	0.4	0.0%	-12	719	2.4	1065	2.9	2.6	10	-1.1	1188
O=C(CN1C2CCCC1CC(NC(=O)C1CCCCC1)C2)NCc1ccc(F)cc1 (stereo unspecified)	.	.	.	.	i	12	i	0.4	0.1%	-10	666	0.4	1257	.	.	.	-0.25	970
CCOC(=O)c1cccnc1SCc1cc(=O)n2ccccc2n1	8	58	i	8	i	30	i	3.9	0.9%	.	.	-6.6	1010	5.4	3.7	1.0	0.41	1458
Cc1ccc(NC(=O)CN(C)Cc2nc3c(Br)cc(Br)cc3c(=O)[nH]2)cc1	5	-26	i	11	i	32	i	0.3	-0.5%	-16	612	-3.2	1045	1.9	2.9	2.1	0.51	1571
CC(=O)Nc1ccc(NS(=O)(=O)c2cc(Cl)sc2Cl)cc1	.	.	.	.	i	37	i	0.5	-0.7%	8	728	.	.	.	.	.	.	.
COc1ccc(CC(NC(C)=O)C(=O)NC2CCN(c3c4c(nc5ncnn35)CCC4)CC2)cc1 (stereo unspecified)	-13	-16	i	7	i	31	i	2.2	0.1%	.	.	-3.5	1016	3.2	3.5	1.8	-0.07	1245
Cc1cc(NC(=O)COC(=O)CC2CCCC2)c([N+](=O)[O-])cc1C	.	.	.	.	i	13	i	0.8	-0.1%	0	859	.	.	.	.	.	.	.

Molecules shown so far that have a Cl atom (3):
SMILES	WT yeast gro inh	WT yeast gro inh mutant strain	Autophagy mod	Autophagy mod cell loss 18 h	T cell HTS	T cell HTS vesicle-bound %	Myeloid diff 2	Myeloid diff 2 GFP+ MAC1+ %	West Nile antiviral	Lipid droplet	Lipid droplet cells 6.5 µM	b-catenin transl	b-catenin transl cell count 5 µM	MT stabilizer	MT stabilizer Hoechst-high %	MT stabilizer cytotoxicity %	Insulin prom up	Insulin prom up cell count
CCN(CC(=O)NCc1ccc(Cl)cc1)C(=O)Cc1ccc(OC)cc1	.	.	.	.	i	13	i	0.4	-0.7%	28	861	.	.	.	.	.	.	.
O=C(NC(=S)Nc1nc(-c2ccc(Cl)cc2)cs1)c1cccs1	7	8	i	2	i	18	i	0.4	0.0%	-12	719	2.4	1065	2.9	2.6	10	-1.1	1188
CC(=O)Nc1ccc(NS(=O)(=O)c2cc(Cl)sc2Cl)cc1	.	.	.	.	i	37	i	0.5	-0.7%	8	728	.	.	.	.	.	.	.
